ASAP1 inh: ASAP1 ArfGAP inhibition; ASAP1-stimulated ARF1 GTP hydrolysis, GDP FP detection; inhibition, % at 16.5 µM; AID 624377; actives 0.19% (n = 360,000); in the data active means inhibition above about 25%;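 further: 0% = vehicle with enzyme and substrate and 100% = no enzyme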
Target sequence (Q9ULH1 325-724 limits assumed): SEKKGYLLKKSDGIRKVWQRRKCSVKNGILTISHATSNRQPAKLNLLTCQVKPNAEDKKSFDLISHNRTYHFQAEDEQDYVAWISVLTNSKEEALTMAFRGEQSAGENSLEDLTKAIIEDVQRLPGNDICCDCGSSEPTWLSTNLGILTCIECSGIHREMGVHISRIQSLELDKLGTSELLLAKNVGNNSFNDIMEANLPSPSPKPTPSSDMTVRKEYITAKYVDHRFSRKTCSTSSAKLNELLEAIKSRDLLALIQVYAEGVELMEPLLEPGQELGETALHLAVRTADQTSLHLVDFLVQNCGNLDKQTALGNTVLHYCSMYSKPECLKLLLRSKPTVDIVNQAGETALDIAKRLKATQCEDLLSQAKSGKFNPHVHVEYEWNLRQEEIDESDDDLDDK
NR1D1 modulator: modulators of human Rev-erb alpha DNA binding | Rev-erbα–FITC-DNA binding, fluorescence polarization, 90 min | actives 0.79% (n = 370,000) | activity, % at 10 µM | P20393;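 active means activity above about 14%, limit read from the data; passing the limit was not always enough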;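 further: 0% = DMSO wells with 35 nM protein and 100% = DMSO wells with 750 nM protein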
GC-B act: GC-B (human) receptor activation; AID 1920062; actives 0.11% (n = 370,000); P20594; HEK293-GC-B cells, CNP EC30, cGMP TR-FRET; 0% at EC30 CNP, 100% saturating CNP; activation, % at 10 µM;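 active means activation at 10 µM reaching about 35% in either raw or pattern-adjusted values, limit read from the data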
rCAG RNA binder: molecules binding r(CAG) RNA repeats. r(CAG) RNA repeat, TO-PRO-1 dye displacement fluorescence. actives 1.3% (n = 370,000). AID 651821. inhibition, % at 3 µM;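 active means inhibition above the plate cutoff, the mean of all test compounds on that plate plus 3 SD, cut at about 35% in these data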;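 further: 0% = DMSO alone and 100% = 100 µM mitoxantrone as full dye displacement; higher means more dye released from RNA so lower well fluorescence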
PG9 Ab binder: small molecules binding HIV-1 gp120 antibody PG9 | TR-FRET gp120-PG9 antibody binding | inhibition, % at 6.7 µM | actives 0.43% (n = 360,000); in the data active means inhibition above about 8.5%
ARFGAP1 inh: inhibitors of rat ARFGAP1; Q62848; Arfgap1-stimulated ARF1 GTP hydrolysis, GDP FP detection; inhibition, % at 16.5 µM; actives 0.26% (n = 360,000);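 active means inhibition above a per-plate limit, mean inhibition of low control wells plus 3 SD, cut at about 25% in these data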;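 further: 0% = DMSO wells with enzyme and 100% = wells lacking Arfgap1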
Target sequence (Q62848 1-136 limits assumed): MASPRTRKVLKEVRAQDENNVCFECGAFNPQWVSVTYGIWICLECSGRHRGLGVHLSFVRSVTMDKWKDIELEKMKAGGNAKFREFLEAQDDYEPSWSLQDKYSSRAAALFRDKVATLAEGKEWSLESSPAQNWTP
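Material: rat Arfgap1 GAP domain (His6, aa 1-136), purified enzyme. Also added: human ARF1(Δ1-17)-GTP substrate. Compound dosing: 16.5 µM single point, 1.26% DMSO. Timing: enzyme reaction 120 min at 25 °C after 20 min preincubation. Signal: GDP detection by fluorescence polarization. Read-out basis: percent inhibition of GAP-stimulated GDP formation, scaled between DMSO and no-Arfgap1 medians.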
GC-A act: GC-A (human) enzyme activation. activation, % at 10 µM. HEK293 GC-A cells, cGMP TR-FRET, EC30 ANP; 0% at EC30 ANP, 100% saturating ANP. P16066. actives 0.14% (n = 370,000); in the data active means activation above about 40%
SMARCA2 activ: increases SMARCA2 function in MMTV reporter cells | MG213 cells, MMTV-luciferase reporter, dexamethasone, overnight | activation, % at 9.1 µM | actives 1% (n = 370,000); in the data active means activation above about 7.8%;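 further: 0% = vehicle wells and 100% = reference activator wells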
ABHD4 inh: inhibits mouse alpha/beta hydrolase domain 4; inhibition, % at 8.92 µM; purified mABHD4, FP-Rh probe fluorescence polarization; Q8VD66; actives 0.54% (n = 370,000);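 active means inhibition exceeding the mean over every tested compound plus 3 SD, cut at about 30% in these data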;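 further: 0% = plate median of compound wells and 100% = S159A mutant with DMSO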
Target sequence (Q8VD66 whole entry, looked up, the tested form may be a part): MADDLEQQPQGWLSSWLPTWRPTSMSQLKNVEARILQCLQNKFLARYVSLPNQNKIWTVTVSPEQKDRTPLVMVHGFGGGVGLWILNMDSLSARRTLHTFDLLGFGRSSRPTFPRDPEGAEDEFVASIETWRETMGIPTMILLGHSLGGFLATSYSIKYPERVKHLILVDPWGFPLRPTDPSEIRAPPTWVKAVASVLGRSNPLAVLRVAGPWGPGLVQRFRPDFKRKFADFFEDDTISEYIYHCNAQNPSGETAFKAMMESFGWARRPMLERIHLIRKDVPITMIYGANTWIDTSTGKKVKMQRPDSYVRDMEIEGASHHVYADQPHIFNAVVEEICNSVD
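Test system: mouse ABHD4 enzyme, wild type. Reagent: FP-Rh fluorescent activity-based probe, added after compound pre-incubation. Timing: pre-incubation 45 min, probe exposure 60 min, at 25 °C. Technique: FP readout, ex 525 nm / em 598 nm. Benchmarks: high control S159A mutant with DMSO, low control median of compound wells.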
HTRA1 inh: blocks human HTRA1 serine peptidase | actives 0.5% (n = 340,000) | recombinant HTRA1, FP-rhodamine activity-based probe, fluorescence polarization | Q92743 | AID 504803 | inhibition, % at 5.96 µM; in the data active means inhibition above about 36%;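 further: 0% = enzyme with DMSO and 100% = wells lacking enzyme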
Active calls of the source: *. Compounds as they come; overall some 4.4% were active at least once.

Results for O=C(C1CCCN(Cc2ccccc2F)C1)N1CCCCC1 (stereo unspecified) ?
ASAP1 inh: -7; NR1D1 modulator: 6; GC-B act: 3; rCAG RNA binder: -5; PG9 Ab binder: -1.9; ARFGAP1 inh: 13; GC-A act: 0; SMARCA2 activ: 2; ABHD4 inh: 13; HTRA1 inh: 8

Results for CCOc1ccccc1NC(=O)C1CCN(S(C)(=O)=O)CC1 ?
ASAP1 inh: 6; NR1D1 modulator: -2; GC-B act: 3; rCAG RNA binder: 1; PG9 Ab binder: 0.0; ARFGAP1 inh: -3; GC-A act: -3; SMARCA2 activ: 1; ABHD4 inh: 1; HTRA1 inh: 10

How did C=CCSc1ccsc1C(=O)O do in these assays?
ASAP1 inh: 2; NR1D1 modulator: -2; GC-B act: 1; rCAG RNA binder: 1; PG9 Ab binder: 1.1; ARFGAP1 inh: -10; GC-A act: -3; SMARCA2 activ: -1; ABHD4 inh: -2; HTRA1 inh: 6

How did CCN(C[C@H]1N[C@@](C)(C(=O)OC)[C@H]2C(=O)N(Cc3ccccc3)C(=O)[C@@H]12)C(=O)Nc1ccccc1 do in these assays?
ASAP1 inh: -9; NR1D1 modulator: 0; GC-B act: 0; rCAG RNA binder: 0; PG9 Ab binder: 0.9; ARFGAP1 inh: 5; GC-A act: 0; SMARCA2 activ: 0; ABHD4 inh: -2; HTRA1 inh: 1

Results for COc1ccc(CNC(=O)Nc2ccccc2)cc1 ?
ASAP1 inh: 0; NR1D1 modulator: 7; GC-B act: 3; rCAG RNA binder: 1; PG9 Ab binder: -1.9; ARFGAP1 inh: 7; GC-A act: -1; SMARCA2 activ: 2; ABHD4 inh: -2; HTRA1 inh: 0

What do the screens show for `Cc1ccc(NC(=O)CSc2nnc(Cc3cccn3C)n2-c2ccc(F)cc2)c(C)c1`?
ASAP1 inh: 13; NR1D1 modulator: 2; GC-B act: -6; rCAG RNA binder: -3; PG9 Ab binder: 0.1; ARFGAP1 inh: -8; GC-A act: -3; SMARCA2 activ: 0; ABHD4 inh: -2; HTRA1 inh: -8

Results for Cc1cccc(-n2nc(C)c3c(C(=O)O)cc(-c4cccs4)nc32)c1 ?
ASAP1 inh: 9; NR1D1 modulator: -7; GC-B act: -6; rCAG RNA binder: 81*; PG9 Ab binder: 3.2; ARFGAP1 inh: 13; GC-A act: 9; SMARCA2 activ: 1; ABHD4 inh: -25; HTRA1 inh: -20

Results for O=C(Nc1ccccc1)c1cc(Cl)nc2ccccc12 ?
ASAP1 inh: 3; NR1D1 modulator: -7; GC-B act: 1; rCAG RNA binder: -2; PG9 Ab binder: -0.7; ARFGAP1 inh: 6; GC-A act: 3; SMARCA2 activ: 0; ABHD4 inh: 3; HTRA1 inh: -13

What do the screens show for `Cc1ccc2c(NC(=O)c3ccc(Br)o3)cccc2n1`?
ASAP1 inh: 0; NR1D1 modulator: 4; GC-B act: -3; rCAG RNA binder: 3; PG9 Ab binder: -1.8; ARFGAP1 inh: 9; GC-A act: 2; SMARCA2 activ: -1; ABHD4 inh: 3; HTRA1 inh: 2

Results for CN1CCN(S(=O)(=O)c2ccc(Cl)c(C(F)(F)F)c2)CC1 ?
ASAP1 inh: 13; NR1D1 modulator: -4; GC-B act: 1; rCAG RNA binder: 0; PG9 Ab binder: -0.4; ARFGAP1 inh: 9; GC-A act: -1; SMARCA2 activ: -3; ABHD4 inh: 2; HTRA1 inh: 3

What do the screens show for `CNC(=O)NC(=O)COC(=O)CCc1nc(=O)c2ccccc2n1C`?
ASAP1 inh: -2; NR1D1 modulator: 0; GC-B act: 2; rCAG RNA binder: -1; PG9 Ab binder: -0.4; ARFGAP1 inh: 10; GC-A act: -2; SMARCA2 activ: -4; ABHD4 inh: 0; HTRA1 inh: -4

How did Cc1ccc(Cl)cc1N1CCN(Cc2nc3c(c(=O)[nH]c(=O)n3C)n2CCc2ccccc2)CC1 do in these assays?
ASAP1 inh: 4; NR1D1 modulator: 2; GC-B act: -5; rCAG RNA binder: 3; PG9 Ab binder: -1.6; ARFGAP1 inh: -7; GC-A act: -19; SMARCA2 activ: -1; ABHD4 inh: -11; HTRA1 inh: -5

How did O=C(NCc1ccncc1)c1cc(-c2ccc(Cl)cc2)oc1C(F)(F)F do in these assays?
ASAP1 inh: -2; NR1D1 modulator: 0; GC-B act: 0; rCAG RNA binder: -1; PG9 Ab binder: 1.6; ARFGAP1 inh: 10; GC-A act: 6; SMARCA2 activ: -6; ABHD4 inh: -9; HTRA1 inh: 0

What do the screens show for `COc1ccc(OC)c(CN2CCC(N3CCC(C(=O)NC4CC4)CC3)CC2)c1`?
ASAP1 inh: 0; NR1D1 modulator: 2; GC-B act: 2; rCAG RNA binder: -9; PG9 Ab binder: -0.4; ARFGAP1 inh: -2; GC-A act: 0; SMARCA2 activ: 0; ABHD4 inh: 1; HTRA1 inh: 3

How did COc1ccc(C(=O)O/N=C(\N)Cc2ccc([N+](=O)[O-])cc2)c(OC)c1 do in these assays?
ASAP1 inh: 9; NR1D1 modulator: -2; GC-B act: 4; rCAG RNA binder: -7; PG9 Ab binder: 0.9; ARFGAP1 inh: -1; GC-A act: 8; SMARCA2 activ: -4; ABHD4 inh: -8; HTRA1 inh: -2

Results for Nc1ccc(C(=O)NC23CC4CC(CC(C4)C2)C3)cc1 ?
ASAP1 inh: 9; NR1D1 modulator: 3; GC-B act: -4; rCAG RNA binder: 1; PG9 Ab binder: 1.7; ARFGAP1 inh: 8; GC-A act: 2; SMARCA2 activ: -3; ABHD4 inh: -6; HTRA1 inh: -2

Results for CCOC(=O)N/N=C(\c1ccccc1)C(O)c1ccccc1 (stereo unspecified) ?
ASAP1 inh: 5; NR1D1 modulator: -1; GC-B act: 10; rCAG RNA binder: -2; PG9 Ab binder: -0.4; ARFGAP1 inh: -6; GC-A act: -4; SMARCA2 activ: 4; ABHD4 inh: 4; HTRA1 inh: -3

Results for CCCN1CCC(=O)N([C@H](CSc2ccc(OC)cc2)c2ccccc2)CC1 ?
ASAP1 inh: -1; NR1D1 modulator: -1; GC-B act: 2; rCAG RNA binder: -5; PG9 Ab binder: -0.4; ARFGAP1 inh: 6; GC-A act: -3; SMARCA2 activ: 6; ABHD4 inh: -4; HTRA1 inh: -3

How did CC(=O)C1=C(C)N(Cc2ccc(F)cc2)C(=S)NC1c1ccc(Cl)cc1 (stereo unspecified) do in these assays?
ASAP1 inh: -5; NR1D1 modulator: -1; GC-B act: -12; rCAG RNA binder: 2; PG9 Ab binder: -1.1; ARFGAP1 inh: 11; GC-A act: -12; SMARCA2 activ: -1; ABHD4 inh: -5

How did CCCCCC1C(=O)N2C=C(c3ccccc3)c3ccccc3N2C1=O (stereo unspecified) do in these assays?
ASAP1 inh: -14; NR1D1 modulator: 0; GC-B act: 2; rCAG RNA binder: 25; PG9 Ab binder: -1.4; ARFGAP1 inh: 8; GC-A act: 3; SMARCA2 activ: -2; ABHD4 inh: 2; HTRA1 inh: 6

How did Cc1ccc(-c2csc3ncnc(SCc4ccc(C(=O)O)cc4)c23)cc1 do in these assays?
ASAP1 inh: -3; NR1D1 modulator: 3; GC-B act: 2; rCAG RNA binder: 34; PG9 Ab binder: -1.4; ARFGAP1 inh: -23; GC-A act: -3; SMARCA2 activ: -6; ABHD4 inh: -17

How did Cc1cc(C)c(C(=O)/C=C/c2ccc3c(c2)OCO3)c(=O)[nH]1 do in these assays?
ASAP1 inh: -4; NR1D1 modulator: -5; GC-B act: -1; rCAG RNA binder: -1; PG9 Ab binder: 0.1; ARFGAP1 inh: 7; GC-A act: -1; SMARCA2 activ: -1; ABHD4 inh: 0; HTRA1 inh: 4

Results for CC1(C)CC(=O)C(C=NCCCn2ccnc2)=C(O)C1 ?
ASAP1 inh: -11; NR1D1 modulator: -2; GC-B act: 3; rCAG RNA binder: 1; PG9 Ab binder: 1.6; ARFGAP1 inh: 4; GC-A act: -5; SMARCA2 activ: 0; ABHD4 inh: -6; HTRA1 inh: -8

How did O=C(CNC(=O)c1cccs1)OCC(=O)c1ccc(Cl)cc1 do in these assays?
ASAP1 inh: 8; NR1D1 modulator: -2; GC-B act: -8; rCAG RNA binder: -4; PG9 Ab binder: -1.0; ARFGAP1 inh: 6; GC-A act: 5; SMARCA2 activ: 0; ABHD4 inh: -5; HTRA1 inh: 5

Compounds shown so far that have two or more sulfur atoms:
How did C=CCSc1ccsc1C(=O)O do in these assays?
ASAP1 inh: 2; NR1D1 modulator: -2; GC-B act: 1; rCAG RNA binder: 1; PG9 Ab binder: 1.1; ARFGAP1 inh: -10; GC-A act: -3; SMARCA2 activ: -1; ABHD4 inh: -2; HTRA1 inh: 6

How did Cc1ccc(-c2csc3ncnc(SCc4ccc(C(=O)O)cc4)c23)cc1 do in these assays?
ASAP1 inh: -3; NR1D1 modulator: 3; GC-B act: 2; rCAG RNA binder: 34; PG9 Ab binder: -1.4; ARFGAP1 inh: -23; GC-A act: -3; SMARCA2 activ: -6; ABHD4 inh: -17

(cont.)
Results for CC(C)CN(CC(C)C)C(=O)Cc1coc2ccc3ccccc3c12 ?
ASAP1 inh: -6; NR1D1 modulator: 1; GC-B act: -6; rCAG RNA binder: 0; PG9 Ab binder: 0.3; ARFGAP1 inh: 6; GC-A act: -9; SMARCA2 activ: -2; ABHD4 inh: 0; HTRA1 inh: -39

What do the screens show for `COc1ccc(/C=C/C(=O)N/C(=C\c2ccco2)C(=O)NCCc2nc3ccccc3[nH]2)cc1`?
ASAP1 inh: -8; NR1D1 modulator: 10; GC-B act: -1; rCAG RNA binder: 3; PG9 Ab binder: -2.9; ARFGAP1 inh: -11; GC-A act: -6; SMARCA2 activ: 1; ABHD4 inh: 0; HTRA1 inh: -9

Results for Cc1n(C)c2cc(Cl)ccc2[n+]1Cc1ccccc1 ?
ASAP1 inh: -10; NR1D1 modulator: 5; GC-B act: 5; rCAG RNA binder: -1; PG9 Ab binder: -1.7; ARFGAP1 inh: -7; GC-A act: 3; SMARCA2 activ: -1; ABHD4 inh: -4; HTRA1 inh: -4

What do the screens show for `CCCN1CCN(C(=O)C2CCN(S(=O)(=O)c3ccc4c(c3)NC(=O)C(C)S4)CC2)CC1` (stereo unspecified)?
ASAP1 inh: 4; NR1D1 modulator: 5; GC-B act: 1; rCAG RNA binder: -1; PG9 Ab binder: -0.5; ARFGAP1 inh: 1; GC-A act: -1; SMARCA2 activ: -1; ABHD4 inh: -7; HTRA1 inh: 0

Some of these compounds in order of number of heavy atoms, falling:
What do the screens show for `COc1ccc(/C=C/C(=O)N/C(=C\c2ccco2)C(=O)NCCc2nc3ccccc3[nH]2)cc1`?
ASAP1 inh: -8; NR1D1 modulator: 10; GC-B act: -1; rCAG RNA binder: 3; PG9 Ab binder: -2.9; ARFGAP1 inh: -11; GC-A act: -6; SMARCA2 activ: 1; ABHD4 inh: 0; HTRA1 inh: -9

What do the screens show for `CCCN1CCN(C(=O)C2CCN(S(=O)(=O)c3ccc4c(c3)NC(=O)C(C)S4)CC2)CC1` (stereo unspecified)?
ASAP1 inh: 4; NR1D1 modulator: 5; GC-B act: 1; rCAG RNA binder: -1; PG9 Ab binder: -0.5; ARFGAP1 inh: 1; GC-A act: -1; SMARCA2 activ: -1; ABHD4 inh: -7; HTRA1 inh: 0

How did O=C(CNC(=O)c1cccs1)OCC(=O)c1ccc(Cl)cc1 do in these assays?
ASAP1 inh: 8; NR1D1 modulator: -2; GC-B act: -8; rCAG RNA binder: -4; PG9 Ab binder: -1.0; ARFGAP1 inh: 6; GC-A act: 5; SMARCA2 activ: 0; ABHD4 inh: -5; HTRA1 inh: 5
